ARFGAP1 inhibitor: inhibitors of rat ARFGAP1 | 360,000 compounds, 0.26% hits | inhibition, % at 16.5 µM | Arfgap1-stimulated ARF1 GTP hydrolysis, GDP FP detection | AID 651572 | Q62848;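 active = inhibition above a per-plate limit, mean inhibition of low control wells plus 3 SD, cut at about 25% in these data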;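 also: 0% = DMSO wells with enzyme and 100% = wells lacking Arfgap1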
Target sequence (Q62848 1-136 limits assumed): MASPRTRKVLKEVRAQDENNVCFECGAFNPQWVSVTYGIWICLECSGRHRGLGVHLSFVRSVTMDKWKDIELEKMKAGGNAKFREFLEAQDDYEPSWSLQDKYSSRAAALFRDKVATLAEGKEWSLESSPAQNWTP
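material = rat Arfgap1 catalytic domain, aa 1-136 | also added = human ARF1(Δ1-17)-GTP substrate | compound dosing = one concentration, 16.5 µM, DMSO 1.26% | times = GTP hydrolysis reaction 2 h at 25 °C | measured by = FP, GDP Alexa 633 tracer displaced from anti-GDP antibody, 620/688 nm | evaluation = percent inhibition of Arfgap1-stimulated GTP hydrolysis | replication = single well per compound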
NR1D1 modulator: modulators of human Rev-erb alpha DNA binding. Rev-erbα–FITC-DNA binding, fluorescence polarization, 90 min. P20393. activity, % at 10 µM. 370,000 compounds, 0.79% hits;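 active = activity above about 14%, limit read from the data; passing the limit was not always enough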;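 also: 0% = DMSO wells with 35 nM protein and 100% = DMSO wells with 750 nM protein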
UHRF1 MBD2 ctr: human UHRF1 methylated DNA binding inhibitors. Q96T88. inhibition, % at 4.4 µM. 370,000 compounds, 0.75% hits. UHRF1 binding to methylated oligo, TR-FRET. AID 687016; in the data active = inhibition above about 21%;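 also: UHRF1 SRA domain binding a hemimethylated CpG hairpin DNA probe; 0% = median of test compound wells and 100% = reference inhibitor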
sPLA2-III inh: Inhibits HGIII-sPLA2 liposome hydrolysis, primary screen. Q9NZ20. QFRET BODIPY PC-A2 liposome hydrolysis, fluorescence. inhibition, % at 12.2 µM. 370,000 compounds, 0.56% hits. AID 743126;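 active = inhibition above mean plus 3 SD of compounds lying within the high and low control bounds, cut at about 19% in these data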;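 also: 0% = median of test compound wells and 100% = no enzyme DMSO wells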
Target sequence (Q9NZ20 whole entry, looked up): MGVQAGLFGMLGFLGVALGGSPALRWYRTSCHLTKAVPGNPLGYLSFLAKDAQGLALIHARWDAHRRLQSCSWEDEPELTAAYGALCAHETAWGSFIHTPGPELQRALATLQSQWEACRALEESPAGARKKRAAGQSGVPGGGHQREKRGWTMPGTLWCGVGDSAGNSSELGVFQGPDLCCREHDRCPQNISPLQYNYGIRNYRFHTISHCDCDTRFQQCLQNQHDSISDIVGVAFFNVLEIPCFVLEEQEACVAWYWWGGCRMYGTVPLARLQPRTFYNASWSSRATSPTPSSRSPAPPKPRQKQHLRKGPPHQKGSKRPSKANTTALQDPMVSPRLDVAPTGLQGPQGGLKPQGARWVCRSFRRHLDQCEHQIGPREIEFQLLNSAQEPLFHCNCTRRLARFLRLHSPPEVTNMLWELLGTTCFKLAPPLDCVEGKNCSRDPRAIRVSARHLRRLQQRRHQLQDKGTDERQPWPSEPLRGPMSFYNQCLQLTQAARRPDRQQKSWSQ
PLCb3 inh: blocks human PLC-beta3 enzyme activity. Purified PLC-beta3, fluorogenic substrate, fluorescence. inhibition, % at 12.2 µM. 370,000 compounds, 0.18% hits; in the data active = inhibition above about 11%;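 also: 0% = median of compound wells on plate and 100% = full blocker control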
Tn7 DDE FP: inhibitors of Tn7 peptide binding to human fibrin DD(E); P02675; FP displacement of FITC-Tn7 peptide from fibrin DD(E); 0% = median of compound wells per plate; inhibition, % at 8.3 µM; 370,000 compounds, 0.13% hits; AID 720508;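 active = inhibition above the mean of compounds falling within the control limits plus 3 SD of them, cut at about 14% in these data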;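 also: 0% = plate median of compound wells and 100% = 10 µM Aha-Tn7 peptide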
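Assay system: human fibrin DD(E) protein / Input: 2 µM fibrin DD(E) / Benchmarks: high control of 10 µM Aha-Tn7 peptide / Measured by: fluorescence polarization of the labelled Tn7 tracer / Medium: Tris buffer with calcium and detergent, pH 7.8 / Timing: 10 min compound pre-incubation, 3 h probe incubation at room temperature / Repeats: one replicate per compound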
DDE Tn6 FP inh: disrupts Tn6 cyclic peptide binding to fibrin D-Dimer-E complex; Fibrin DD(E) TRITC-Tn6 fluorescence polarization displacement; inhibition, % at 8.3 µM; 370,000 compounds, 0.21% hits;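 active = inhibition above a per-campaign cutoff: mean of compounds within control limits plus 3 SD, cut at about 15% in these data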;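 also: 0% = median of all compound wells on the plate and 100% = blocking peptide control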
ASAP1 inh: ASAP1 ArfGAP inhibition; Q9ULH1; ASAP1-stimulated ARF1 GTP hydrolysis, GDP FP detection; inhibition, % at 16.5 µM; 360,000 compounds, 0.19% hits; in the data active = inhibition above about 25%;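 also: 0% = vehicle with enzyme and substrate and 100% = no enzyme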
Target sequence (Q9ULH1 325-724 limits assumed): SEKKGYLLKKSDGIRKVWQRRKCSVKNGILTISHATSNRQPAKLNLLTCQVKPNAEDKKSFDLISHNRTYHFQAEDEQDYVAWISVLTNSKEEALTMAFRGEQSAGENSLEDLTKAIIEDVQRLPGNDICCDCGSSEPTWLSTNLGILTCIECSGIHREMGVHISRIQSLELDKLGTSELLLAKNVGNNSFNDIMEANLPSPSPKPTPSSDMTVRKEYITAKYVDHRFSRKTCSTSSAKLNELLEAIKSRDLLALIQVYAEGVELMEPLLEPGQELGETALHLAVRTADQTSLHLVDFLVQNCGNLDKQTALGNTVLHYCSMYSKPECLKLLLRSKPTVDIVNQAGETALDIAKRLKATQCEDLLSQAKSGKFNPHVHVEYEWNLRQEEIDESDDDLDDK
PLCg1 inh: PLC-gamma1 (human) inhibition, primary screen | P19174 | purified PLC-gamma1, fluorogenic substrate, fluorescence | inhibition, % at 12.2 µM | 370,000 compounds, 0.84% hits | AID 720700; in the data active = inhibition above about 9.5%
proKLK7 act: activators of human kallikrein-7 zymogen; purified proKLK7, EDANS-DABCYL substrate fluorescence; 100% is mature enzyme control, 0% vehicle; 370,000 compounds, 0.9% hits; activation, % at 7 µM; AID 652039;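 active = activation above the mean of all tested compounds plus 3 SD, computed per campaign excluding outliers beyond control limits, cut at about 13% in these data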
Active calls of the source: *; i = inactive; / = not tested or not shown. Outcome played no part in choosing rows; overall some 4.5% were active at least once.

SMILES	ARFGAP1 inhibitor	NR1D1 modulator	UHRF1 MBD2 ctr	sPLA2-III inh	PLCb3 inh	Tn7 DDE FP	DDE Tn6 FP inh	ASAP1 inh	PLCg1 inh	proKLK7 act
Cc1ccc2cc(CN(C(=O)c3ccco3)c3ccccc3)c(=O)[nH]c2c1	-1.7	2.2	3.0	8.7	-53.2	7.4	-1.6	-5.3	-44.8	-0.9
CCOc1c(Nc2ccc(C(C)C)cc2)c(=O)c1=O	19.3	-5.7	1.0	-1.8	-6.7	-9.5	3.7	2.9	-1.2	-0.7
COc1cccc(-c2sc3ccc(OC)cc3c2C#CCC(C)O)c1 (centres undefined)	9.2	-5.2	13.0	-10.9	-22.9	-8.2	-0.6	9.6	-20.3	-3.6
COc1ccc(Cl)cc1NC(=O)CN(C)C(=O)Cc1ccsc1	1.8	2.5	2.1	-6.0	-4.7	-8.0	-3.9	3.6	-1.8	0.0
COc1cc2cnc(-c3cccnc3)cc2cc1OC	7.7	0.0	0.1	1.6	-8.8	-6.9	9.0	5.0	-7.9	-0.5
O/N=C(\Cc1cscn1)c1ccc(O)cc1O	3.0	-5.4	-0.9	-22.5	3.5	-8.2	-0.1	-15.9	2.9	0.2
CC(C)(C)NCC1(CO)SC(N)=NC1=O (centres undefined)	-8.1	-1.3	-2.9	-3.5	1.7	5.7	-4.5	5.6	2.3	0.3
O=C1NC[C@H](CCCCN2CCN(CCC3CCCCC3)C(=O)C2=O)N(CCC2CCCCC2)C1=O	4.6	4.7	4.0	10.1	3.7	0.4	-0.1	-2.7	-1.1	0.6
CCOC(=O)c1c(C)[nH]c(C(=O)OCC(=O)Nc2ccc(OCC)cc2)c1C	0.7	0.7	-1.2	-2.2	-10.5	-10.6	0.8	-4.5	-7.7	-0.2
Cc1cccc(N2CCN(C(=O)c3nn(C)c4c3CS(=O)(=O)c3ccccc3-4)CC2)c1C	0.2	-0.8	-0.5	0.9	-2.1	-2.5	9.2	0.0	2.8	0.5
CCCc1ccc(OCc2ccc(C(=O)O)o2)c(OC)c1	-9.1	4.3	-2.2	-3.7	1.8	-6.2	4.6	-6.1	1.4	-0.4
COc1ccc(OC)c2[nH]c(=O)c(CCNC(=O)c3cccs3)cc12	1.3	-1.3	-3.3	-2.6	-89.9	-5.5	3.0	5.8	-78.8	0.5
Cc1ccc(C(=O)C(C)N2C(=O)NC(C)(c3ccccc3)C2=O)cc1 (centres undefined)	-1.9	-1.2	-0.8	-2.6	4.0	7.8	-7.2	-14.8	-0.4	-0.1
CSc1cccc(NC(=O)CN(c2cc(C)ccc2C)S(C)(=O)=O)c1	4.0	8.6	0.7	-43.5	2.7	4.0	0.9	-2.9	1.7	0.5
C#CCOC(=O)C1C2C=CC(C2)C1C(=O)O (centres undefined)	2.5	-1.9	-3.4	1.2	0.6	-2.0	-1.0	-8.3	2.4	-0.8
COc1ccccc1Nc1nc(-c2ccc([N+](=O)[O-])cc2)nc2ccccc12	6.2	-4.6	-0.7	-3.7	0.6	-1.5	-0.5	-6.3	0.1	0.2
C=C(C)C1CC=C(C)/C(=N/NC(=O)c2ccccc2[N+](=O)[O-])C1 (centres undefined)	-6.5	5.1	2.0	3.2	0.1	2.3	-1.4	5.8	2.3	-0.4
CCOC(=O)c1cc(C#N)c(Oc2cccc(C(F)(F)F)c2)nc1-c1ccccc1	-0.5	6.6	-0.3	-1.8	2.2	1.4	2.6	8.8	-0.2	-0.4
COc1ccc(CNC(=O)CSc2ccc(Br)cc2)cc1OC	-4.7	-5.6	-0.3	6.6	-1.6	-2.1	1.8	-11.6	2.8	0.4
COc1ccc2c(C(=O)CN3CCN(CCO)CC3)c[nH]c2c1	-6.6	-4.0	-3.0	3.2	-3.9	-3.1	-0.5	14.5	-3.6	-1.3
O=C(c1cc(-c2ccccn2)nc2ccc(Br)cc12)N1CCN(S(=O)(=O)c2ccccc2)CC1	-14.3	15.8	1.3	0.1	0.8	6.7	-1.3	-12.4	0.1	0.6
CCOc1ccccc1NC(=O)CN(c1ccc(C)cc1)S(=O)(=O)c1c(C)noc1C	13.1	-9.9	5.2	-27.8	-0.3	3.2	-10.1	-3.9	1.7	-1.1
Cc1ccc(S(=O)(=O)NCC2CCC(C(=O)NCc3ccc4c(c3)OCO4)CC2)cc1 (centres undefined)	13.8	-2.5	1.9	-15.9	-5.9	-5.1	-5.1	-0.2	2.2	0.0
O=S1(=O)c2ccccc2Nc2ccccc21	3.7	4.5	-0.8	0.2	-5.9	6.3	3.9	-1.4	-6.4	-0.4
COc1ccccc1CC(=O)NC1CCCc2ccccc21 (centres undefined)	-5.8	-0.8	2.9	0.4	4.0	-6.9	-1.0	2.5	-1.0	-0.1
Next structures follow:
SMILES	ARFGAP1 inhibitor	NR1D1 modulator	UHRF1 MBD2 ctr	sPLA2-III inh	PLCb3 inh	Tn7 DDE FP	DDE Tn6 FP inh	ASAP1 inh	PLCg1 inh	proKLK7 act
COc1ccc(C2C=C(c3ccc(Br)cc3)Nc3nc(N4C(=O)CCC4=O)nn32)cc1 (centres undefined)	5.1	11.0	-3.4	-2.6	i	6.0	7.6	2.5	-350.4	28.6*
O=c1c2ccccc2nc2oc3ccccc3n12	-4.7	0.4	-6.8	1.2	-4.7	4.9	0.9	-3.0	0.1	0.1
Cc1ccc(OP(=O)(Nc2c(C)n(C)n(-c3ccccc3)c2=O)Oc2ccc(C)cc2)cc1	18.8	1.1	0.8	-6.2	2.7	-9.0	-2.1	-1.6	4.3	-0.2
O=c1c2nncn2c2cccnc2n1CCNc1ncc(C(F)(F)F)cc1Cl	12.8	2.4	0.2	-1.6	-3.1	5.5	5.8	-4.3	-1.5	0.2
Cc1ccc(-c2nc3ccccc3[nH]c2=O)cc1	-8.9	5.6	3.3	16.6	-85.1	4.9	-4.2	1.5	-53.6	4.7
CN(C(=O)c1cccnc1)c1nnc(-c2cccnc2)s1	7.9	0.0	-2.4	-0.9	-2.0	-1.8	-1.9	-5.8	0.9	1.3
CCC(CC)C1C(C#N)=C(N)Oc2n[nH]c(C)c21 (centres undefined)	2.8	-0.7	-0.8	-8.7	1.1	1.2	-3.9	3.4	-0.6	-0.1
CCN(CC)C(=O)c1ncn2c1C(=O)NC[C@H]2C	0.1	-1.9	3.7	12.3	-1.5	-2.8	3.1	0.9	-0.8	-1.0
O=C(NCc1ccco1)C1(c2ccccc2)CCCC1	6.8	-1.0	0.3	7.8	1.1	11.7	-1.4	12.1	-1.9	-0.1
Cc1nc2cc(OCc3cc(C(=O)NC(C)c4cnn(C)c4)no3)ccc2s1 (centres undefined)	6.8	-6.0	-1.5	1.9	-0.9	3.0	-1.4	0.6	9.5	0.0
Cc1nc2c(-c3ccccc3)c(C)nn2c(C)c1CCC(=O)NC(C)CCc1ccco1 (centres undefined)	2.9	1.2	2.6	-29.4	-102.4	-2.8	3.3	-7.5	-82.5	-0.3
Cc1ccc(Cn2c(CN3CC(C)OC(C)C3)nc3c2c(=O)[nH]c(=O)n3C)cc1 (centres undefined)	0.8	-6.6	-1.2	-11.5	1.5	-3.5	-9.0	10.5	1.0	-0.1
CCc1ccc(-n2c(=S)sc3c(=O)n(-c4ccccc4C)c(SCC(=O)O)nc32)cc1	1.6	-2.5	7.9	-19.4	-2.5	0.3	-5.3	11.2	2.5	0.2
CC1Cc2cc(/C(O)=C3/C(=O)C(=O)N(CCCN(C)C)C3c3ccncc3)ccc2O1 (centres undefined)	4.0	-4.5	0.3	5.4	-0.7	-4.4	-4.6	5.4	1.9	0.7
Cc1ccccc1N=C(N)Nc1ccccc1C	-10.5	2.9	-0.5	6.5	-3.9	1.3	2.7	-10.8	0.2	0.5
CCOC(=O)N1CCC(NC(=O)CCC(=O)N2CCOc3ccc(Cl)cc32)CC1	12.6	-0.6	2.2	-3.3	-3.5	-6.8	1.6	0.3	-0.7	0.3
O=C(/C=C/c1ccccc1Cl)NCc1ccccc1	-5.9	-0.7	7.7	-4.2	3.1	-6.3	5.0	-0.6	8.0	0.5
CCCC(C(=O)NC1CCCC1)N(CC1CCCO1)C(=O)CNS(=O)(=O)c1ccc(F)cc1 (centres undefined)	-7.2	-2.9	0.5	-2.2	-4.1	-1.5	3.7	13.8	0.6	0.3
O=C(COC(=O)c1ccc(F)cc1)NCc1ccc(F)cc1	-28.8	-1.3	-2.0	-1.7	-5.0	7.7	12.8	1.1	-2.1	0.0
O=C(CN1C(=O)C2CC=CCC2C1=O)Nc1cc(C(F)(F)F)ccc1N1CCCC1 (centres undefined)	12.0	-2.9	3.6	-2.6	-12.4	-0.2	-2.7	9.0	-3.1	0.6
O=C(COc1ccc(Cl)cc1Cl)N/N=C/c1ccc(OC2OC(CO)C(O)C(O)C2O)cc1 (centres undefined)	14.0	-6.4	-2.1	-5.5	-5.1	4.5	1.7	12.8	0.2	0.3
COCCNc1oc(-c2ccc(C)cc2)nc1C#N	-4.9	-6.3	0.1	2.5	-327.1	-0.7	-5.6	-9.3	-276.5	2.9
COC(=O)C1=C(C)N(Cc2ccccc2)C(=S)N[C@H]1c1ccccc1	5.5	-4.1	2.5	2.8	-1.3	5.5	3.7	3.7	0.3	0.6
COc1cc(/C=N/NC(=S)Nc2cccc(S(=O)(=O)N(C)C)c2)ccc1O	-2.4	-0.4	1.8	-20.2	-4.6	-2.4	-3.9	3.0	-4.8	-0.8
COc1ccc(C(=O)COC(=O)c2ccc(N(C)C)cc2)cc1	-11.0	6.3	-3.5	-4.2	-9.4	8.1	4.4	-1.6	-0.2	-1.4
COC(=O)c1cc(C)oc1C	/	-2.3	0.1	0.2	-0.1	11.3	-3.3	/	-1.3	-0.6
Cc1ccccc1NC(=O)C1C2CCCC1C2c1ccccc1 (centres undefined)	-2.4	-3.1	-0.2	-2.5	4.7	-5.0	0.2	9.6	2.7	0.9
CCCC(=O)N1CCC1(C)C(=O)NS(=O)(=O)c1cc2c(cc1C)CCCS2(=O)=O (centres undefined)	6.4	2.1	1.0	11.5	-2.6	5.5	-1.5	5.0	-1.8	-0.3
CN(C)C(CNS(=O)(=O)c1ccc(Cl)cc1F)c1ccco1 (centres undefined)	5.6	-2.0	-2.5	-9.6	-6.2	3.8	7.4	-23.8	-1.0	0.6
COc1ccc(CN(C)C(=O)c2ccc(NC(=O)CC3SC(N4CCCCC4)=NC3=O)cc2)c(OC)c1 (centres undefined)	4.2	-1.1	0.7	-5.7	-5.0	2.1	-4.9	-0.5	1.2	0.0

2 entries from above, comma-delimited.
SMILES,ARFGAP1 inhibitor,NR1D1 modulator,UHRF1 MBD2 ctr,sPLA2-III inh,PLCb3 inh,Tn7 DDE FP,DDE Tn6 FP inh,ASAP1 inh,PLCg1 inh,proKLK7 act
Cc1ccccc1N=C(N)Nc1ccccc1C,-10.5,2.9,-0.5,6.5,-3.9,1.3,2.7,-10.8,0.2,0.5
CN(C(=O)c1cccnc1)c1nnc(-c2cccnc2)s1,7.9,0.0,-2.4,-0.9,-2.0,-1.8,-1.9,-5.8,0.9,1.3
